Compound activity as filed in PubChem.
DNMT1 inh – blocks human DNA methyltransferase DNMT1; P26358; DNMT1 molecular beacon, Hinp1I cleavage, fluorescence; inhibition (reported as % activation of signal), % at 10 µM; 360,000 compounds, 0.83% hits; in the data active = inhibition above about 50%
Neddyl block – cullin neddylation inhibition | TR-FRET cullin neddylation, biochemical | 360,000 compounds, 0.58% hits | AID 651699 | calls only at 25 µM; in the data active = inhibition above about 36%
Scp1 inh – blocks human Scp-1 phosphatase activity. inhibition, % at 20 µM. AID 493091. 340,000 compounds, 0.88% hits. Q9GZU7. Recombinant Scp1, phosphopeptide, malachite green phosphate absorbance;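 active = inhibition above about 50% at 20 µM, limit read from the data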;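 note: plate controls were DMSO wells with enzyme for no effect and wells lacking enzyme for full effect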
Target sequence (Q9GZU7 76-261 limits assumed): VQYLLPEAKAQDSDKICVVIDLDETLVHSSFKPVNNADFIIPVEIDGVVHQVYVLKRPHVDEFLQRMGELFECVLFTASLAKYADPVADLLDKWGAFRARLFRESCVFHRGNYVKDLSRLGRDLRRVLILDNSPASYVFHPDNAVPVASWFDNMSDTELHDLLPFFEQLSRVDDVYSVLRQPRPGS
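System: truncated SCP-1 phosphatase (76-261aa); medium: Tris acetate buffer pH 5.5 with MgCl2 and Tween-20; incubation: 45 min room-temperature reaction, 5 min colour, 30 min stabiliser; compound: single 20 µM dose, 1% DMSO; reagent: Phosphorylated 17-residue peptide substrate; read-out: % inhibition at 20 µM; technique: colorimetric free-phosphate detection, absorbance 630 nm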
NadD block – inhibitors of Staphylococcus aureus NadD. AID 602399. 360,000 compounds, 0.78% hits. inhibition, % at 20 µM. purified NadD enzyme, colorimetric absorbance read-out; in the data active = inhibition above about 26%; note: some compounds past the cut are filed as inactive
Rpn11 block – blocks the human proteasome subunit Rpn11; O00487; 360,000 compounds, 0.59% hits; calls only at 20 µM; human 26S proteasome, Ub4-pepOG fluorescence polarization; 20S core pre-blocked with epoxomicin;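 active = inhibition at 20 µM, scaled to each plate's controls, above about 33%, limit read from the data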
Target sequence (O00487 whole entry, looked up): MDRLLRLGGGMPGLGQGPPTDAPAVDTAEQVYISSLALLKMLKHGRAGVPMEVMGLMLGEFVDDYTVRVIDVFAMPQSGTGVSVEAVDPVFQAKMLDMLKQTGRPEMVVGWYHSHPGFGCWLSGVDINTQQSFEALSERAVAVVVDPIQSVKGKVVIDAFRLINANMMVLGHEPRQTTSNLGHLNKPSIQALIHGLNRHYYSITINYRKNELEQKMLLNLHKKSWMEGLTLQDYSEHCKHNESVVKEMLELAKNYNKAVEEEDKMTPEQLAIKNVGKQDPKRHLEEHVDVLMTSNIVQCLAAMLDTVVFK
Rin1-Abl PPI inh – inhibitors of human Rin1-Abl protein interaction. AID 588664. TR-FRET Rin1/Abl binding, biochemical. 360,000 compounds, 0.4% hits. inhibition, % at 7.35 µM; in the data active = inhibition above about 5%, passing the limit was not always enough
CSN deneddyl inh – blocks human CSN-mediated cullin deneddylation. Q92905. Purified CSN, SCF-Nedd8-OG deneddylation, fluorescence polarization. inhibition, % at 12.5 µM. 360,000 compounds, 0.38% hits. AID 651999;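 active = pattern-corrected inhibition above about 35%, with an unprinted fluorescence ratio check between 0.5 and 1.5, limit read from the data, passing the limit was not always enough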;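 note: 0% = enzyme with substrate and 100% = substrate without enzyme; some results filed as inactive read as strong as hits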
Target sequence (Q92905 whole entry, looked up, one chain of several): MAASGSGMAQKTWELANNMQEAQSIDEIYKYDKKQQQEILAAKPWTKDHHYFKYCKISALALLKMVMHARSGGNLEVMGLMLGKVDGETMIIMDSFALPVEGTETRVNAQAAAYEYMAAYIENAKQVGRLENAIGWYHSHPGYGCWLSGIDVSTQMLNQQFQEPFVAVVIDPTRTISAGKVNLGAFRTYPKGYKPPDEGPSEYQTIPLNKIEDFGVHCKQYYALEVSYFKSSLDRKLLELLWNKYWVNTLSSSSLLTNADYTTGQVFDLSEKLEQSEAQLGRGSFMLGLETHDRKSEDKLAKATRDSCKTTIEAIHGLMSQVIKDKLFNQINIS
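test system = HEK293T-derived human Csn5 enzyme | amount = 0.24 nM Csn5 enzyme, final concentration | medium = Tris/NaCl/DTT buffer, pH 7.5 | schedule = 90 min reaction at room temperature | signal = FP | evaluation = inhibition of Csn5 cleavage, % | compound dosing = single dose of 12.5 µM compound with 0.25% DMSO | probe or stimulus = 10 nM SCFSkp2-Nedd8OG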
LMPTP inh – blocks human LMPTP phosphatase | P24666 | recombinant LMPTP-A, OMFP fluorogenic substrate, fluorescence intensity | inhibition, % at 20 µM | 360,000 compounds, 0.22% hits;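 active = compounds that cut the enzyme signal by at least half of the control window in the single-dose screen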;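 note: plate controls were DMSO wells with enzyme plus substrate for no effect and substrate without enzyme for full effect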
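Assay system: LMPTP-A, protein tyrosine phosphatase of low molecular weight / Medium: pH 6.0 Bis-Tris buffer with DTT and Triton X-100 / Schedule: 50 min enzyme reaction at room temperature, protected from light / Measured by: endpoint fluorescence intensity from OMFP dephosphorylation / Read-out basis: % inhibition relative to no-enzyme and uninhibited control wells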
STEP inh – STEP (human) phosphatase inhibition; inhibition, % at 20 µM; recombinant STEP, OMFP fluorogenic substrate, fluorescence; AID 588621; 360,000 compounds, 0.25% hits; P54829;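 active = inhibition at 20 µM, scaled per plate between control wells, above about 37%, limit read from the data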;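 note: 0% = DMSO with enzyme and substrate and 100% = substrate only without enzyme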
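Measure: Control-normalized % inhibition with plate pattern correction | Test system: STEP phosphatase, cell-free reaction | Medium: pH 6.0 Bis-Tris with DTT and Tween 20 | Technique: Fluorescence, 480/540 nm | Times: Reaction 20 min, ambient temperature | Doses: Single compound dose of 20 µM, 1% DMSO final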
SUMO1-SIM PPI – SUMO1-SIM interaction modulation; P63165; SUMO1 binding to a labelled peptide, TR-FRET, 1 h; inhibition, % at 20 µM; 360,000 compounds, 0.33% hits; AID 602429; in the data active = inhibition above about 37%
Target sequence (P63165 whole entry, looked up): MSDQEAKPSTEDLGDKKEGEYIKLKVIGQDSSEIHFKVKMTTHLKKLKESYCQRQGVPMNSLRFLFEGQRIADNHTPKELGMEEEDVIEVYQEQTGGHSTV
Numbers without * were called inactive.

Screening Cc1c(Br)c([N+](=O)[O-])nn1C(C)C(=O)NCc1ccco1 (configuration not stated) returned DNMT1 inh 1, Neddyl block inactive, Scp1 inh -8, NadD block 3, Rpn11 block inactive, Rin1-Abl PPI inh -1, CSN deneddyl inh 2, LMPTP inh -1.2, STEP inh -1 and SUMO1-SIM PPI -2.
For CCN1CCN(CCC(=O)Nc2cc(OC)cc(OC)c2)CC1 the results were DNMT1 inh -2, Neddyl block inactive, Scp1 inh -5, NadD block -1, Rpn11 block inactive, Rin1-Abl PPI inh 1, CSN deneddyl inh -8, LMPTP inh -1.9, STEP inh -1 and SUMO1-SIM PPI 1.
CCN(CC)C(=S)Nc1c(C)n(C)n(-c2ccccc2)c1=O was read as DNMT1 inh 0, Neddyl block inactive, Scp1 inh -7, NadD block -1, Rpn11 block inactive, Rin1-Abl PPI inh 2, CSN deneddyl inh 2, LMPTP inh -0.2, STEP inh 0 and SUMO1-SIM PPI -1.
`CCOc1ccc(C(C)=O)cc1Cn1nc(C(=O)O)c2ccccc2c1=O` gave DNMT1 inh -5, Neddyl block inactive, Scp1 inh 0, NadD block 2, Rpn11 block inactive, Rin1-Abl PPI inh -2, CSN deneddyl inh 1, LMPTP inh -0.6, STEP inh 0 and SUMO1-SIM PPI -3.
For COc1ccc(/C=C/C(=O)Nc2ccc(C34CC5CC(CC(O)(C5)C3)C4)cc2)cc1OC the results were DNMT1 inh -15, Neddyl block inactive, Scp1 inh -3, NadD block -8, Rpn11 block inactive, Rin1-Abl PPI inh -1, CSN deneddyl inh 4, LMPTP inh 1.5, STEP inh -2 and SUMO1-SIM PPI -4.
For O=C(CNc1cccc(F)c1)Nc1cccc(S(=O)(=O)N2CCCCC2)c1 the results were DNMT1 inh 2, Neddyl block inactive, Scp1 inh -7, NadD block -1, Rpn11 block inactive, Rin1-Abl PPI inh 2, CSN deneddyl inh 1, LMPTP inh -1.0, STEP inh 0 and SUMO1-SIM PPI 1.
Screening C[C@H](O)[C@@H]1C(=O)N2CCc3ccc(-c4ccccc4)cc3[C@@H]2C[C@@H]1N(C)C(=O)NC1CCCCC1 returned DNMT1 inh -4, Neddyl block inactive, Scp1 inh 0, NadD block 8, Rpn11 block inactive, Rin1-Abl PPI inh -1, CSN deneddyl inh 3, LMPTP inh -0.3, STEP inh 6 and SUMO1-SIM PPI 3.
CN1C(=O)C(O)(C2CCCCCC2=O)c2ccccc21 (configuration not stated) was read as DNMT1 inh 4, Neddyl block inactive, Scp1 inh 5, NadD block 0, Rpn11 block inactive, Rin1-Abl PPI inh -2, CSN deneddyl inh -1, LMPTP inh -0.8, STEP inh -2 and SUMO1-SIM PPI 2.
`COc1ccccc1N(CC(=O)NCc1ccc2c(c1)OCO2)C(=O)CCC(=O)Nc1nccs1` gave DNMT1 inh 0, Neddyl block inactive, Scp1 inh 0, NadD block -1, Rpn11 block inactive, Rin1-Abl PPI inh 3, CSN deneddyl inh 1, LMPTP inh 0.0, STEP inh 3 and SUMO1-SIM PPI 2.
`O=S(=O)(c1ccc2ccccc2c1)N(CC(O)CN1CCOCC1)c1ccccc1` (configuration not stated) gave DNMT1 inh -2, Neddyl block inactive, Scp1 inh 0, NadD block -2, Rpn11 block inactive, Rin1-Abl PPI inh -2, CSN deneddyl inh -1, LMPTP inh 0.1, STEP inh -1 and SUMO1-SIM PPI 2.

Fetched by compound from the entries so far, 3 records:
Screening Cc1c(Br)c([N+](=O)[O-])nn1C(C)C(=O)NCc1ccco1 (configuration not stated) returned DNMT1 inh 1, Neddyl block inactive, Scp1 inh -8, NadD block 3, Rpn11 block inactive, Rin1-Abl PPI inh -1, CSN deneddyl inh 2, LMPTP inh -1.2, STEP inh -1 and SUMO1-SIM PPI -2.
For COc1ccc(/C=C/C(=O)Nc2ccc(C34CC5CC(CC(O)(C5)C3)C4)cc2)cc1OC the results were DNMT1 inh -15, Neddyl block inactive, Scp1 inh -3, NadD block -8, Rpn11 block inactive, Rin1-Abl PPI inh -1, CSN deneddyl inh 4, LMPTP inh 1.5, STEP inh -2 and SUMO1-SIM PPI -4.
`O=S(=O)(c1ccc2ccccc2c1)N(CC(O)CN1CCOCC1)c1ccccc1` (configuration not stated) gave DNMT1 inh -2, Neddyl block inactive, Scp1 inh 0, NadD block -2, Rpn11 block inactive, Rin1-Abl PPI inh -2, CSN deneddyl inh -1, LMPTP inh 0.1, STEP inh -1 and SUMO1-SIM PPI 2.

(more compounds)
`COc1ccc(NC(C)C(=O)N/N=C/c2ccccc2OCc2ccc(Br)cc2)cc1` (configuration not stated) gave DNMT1 inh -6, Neddyl block inactive, Scp1 inh -5, NadD block 16, Rpn11 block inactive, Rin1-Abl PPI inh -1, CSN deneddyl inh 2, LMPTP inh 5.7, STEP inh 9 and SUMO1-SIM PPI -3.
`COc1cc(/C=N/NC(=O)c2ccc(CN3c4cccc5cccc(c45)S3(=O)=O)cc2)cc(OC)c1O` gave DNMT1 inh -23, Scp1 inh -1, NadD block 25, Rpn11 block inactive, Rin1-Abl PPI inh 5, CSN deneddyl inh -8, LMPTP inh 7.3, STEP inh 2 and SUMO1-SIM PPI -3.
For N#Cc1nc(NCC(F)F)nc(Nc2cc(F)cc(F)c2)n1 the results were DNMT1 inh 1, Neddyl block inactive, Scp1 inh -8, NadD block -3, Rpn11 block inactive, Rin1-Abl PPI inh -1, CSN deneddyl inh 101, LMPTP inh 3.5, STEP inh -2 and SUMO1-SIM PPI -1.
For COc1cccc(/C=C2\SC(=S)N(CCC(=O)N3CCCCC3CCO)C2=O)c1 (configuration not stated) the results were DNMT1 inh -5, Neddyl block inactive, Scp1 inh 3, NadD block -5, Rpn11 block inactive, Rin1-Abl PPI inh -1, CSN deneddyl inh 3, LMPTP inh 0.8, STEP inh 2 and SUMO1-SIM PPI -26.
For O=c1[nH]c2cc3ccccc3cc2nc1-c1nnnn1C1CCCC1 the results were Neddyl block inactive, NadD block 10, CSN deneddyl inh 1, LMPTP inh -0.5 and SUMO1-SIM PPI -18.
`Cc1cccc(N2CC(C(=O)Nc3ccccc3N3CCCC3)CC2=O)c1C` (configuration not stated) gave DNMT1 inh -1, Neddyl block inactive, Scp1 inh -1, NadD block 1, Rpn11 block inactive, Rin1-Abl PPI inh -1, CSN deneddyl inh -5, LMPTP inh 0.9, STEP inh -1 and SUMO1-SIM PPI 2.
`O=C(NCCN1CCOCC1)c1ccc2ccccc2c1` gave DNMT1 inh 3, Neddyl block inactive, Scp1 inh 6, NadD block -4, Rpn11 block inactive, Rin1-Abl PPI inh -2, CSN deneddyl inh 0, LMPTP inh -1.0, STEP inh -3 and SUMO1-SIM PPI -5.
Screening Cc1cc(C)n(-c2ccc(C(=O)N3CC(C)OC(C)C3)cc2)n1 (configuration not stated) returned DNMT1 inh -2, Neddyl block inactive, Scp1 inh -8, NadD block 0, Rpn11 block inactive, Rin1-Abl PPI inh 0, CSN deneddyl inh -1, LMPTP inh -0.1, STEP inh -1 and SUMO1-SIM PPI 2.
Screening COc1cc(OC)cc(-c2c(-c3ccc(F)cc3)c3cc(-c4ccc5cc[nH]c5c4)ccc3n2C)c1 returned DNMT1 inh -21, Neddyl block inactive, Scp1 inh -18, NadD block 18, Rpn11 block inactive, Rin1-Abl PPI inh 4, CSN deneddyl inh -2, LMPTP inh 2.4, STEP inh -3 and SUMO1-SIM PPI 3.
Screening CC[C@@H](Nc1ncnc2c1oc1ccccc12)C(=O)O returned DNMT1 inh 1, Neddyl block inactive, Scp1 inh -1, NadD block 0, Rpn11 block inactive, Rin1-Abl PPI inh -1, CSN deneddyl inh -1, LMPTP inh -1.1, STEP inh 1 and SUMO1-SIM PPI 6.
Screening COc1cccc(C(=O)Nc2ccccc2NC(=O)c2cccc(OC)c2)c1 returned DNMT1 inh 0, Neddyl block inactive, Scp1 inh 4, NadD block -8, Rpn11 block inactive, Rin1-Abl PPI inh -2, CSN deneddyl inh 6, LMPTP inh -1.4, STEP inh -3 and SUMO1-SIM PPI 2.
For COc1ccccc1C(CNC(=O)c1cccc(S(=O)(=O)N2c3ccccc3CC2C)c1)N(C)C (configuration not stated) the results were DNMT1 inh 5, Neddyl block inactive, Scp1 inh -5, NadD block 1, Rpn11 block inactive, Rin1-Abl PPI inh -1, CSN deneddyl inh -6, LMPTP inh -0.2, STEP inh 0 and SUMO1-SIM PPI 1.
COc1ccc(OC)c(-c2nnc3n2N=C(c2ccc(OC)c(OC)c2)CS3)c1 was read as DNMT1 inh 4, Neddyl block inactive, Scp1 inh 3, NadD block 0, Rpn11 block inactive, Rin1-Abl PPI inh 0, CSN deneddyl inh -1, LMPTP inh 1.3, STEP inh 5 and SUMO1-SIM PPI 8.
OCCOCCn1c(C(CO)Nc2nc(-c3ccc(Cl)cc3)cs2)nc2ccccc21 (configuration not stated) was read as DNMT1 inh -7, Neddyl block inactive, Scp1 inh -6, NadD block 4, Rpn11 block inactive, Rin1-Abl PPI inh 4, CSN deneddyl inh -3, LMPTP inh 0.6, STEP inh 6 and SUMO1-SIM PPI -13.
Cc1[nH]nc2c1C(c1ccsc1)C1=C(CC(C)(C)CC1=O)N2 (configuration not stated) was read as DNMT1 inh 8, Scp1 inh 1, NadD block 0, Rpn11 block inactive, Rin1-Abl PPI inh 2, CSN deneddyl inh -10, LMPTP inh 3.2, STEP inh 2 and SUMO1-SIM PPI 8.
Screening O=C(Nc1ccn(Cc2ccccc2)n1)c1ccc(F)cc1 returned DNMT1 inh -1, Neddyl block inactive, Scp1 inh -6, NadD block 2, Rpn11 block inactive, Rin1-Abl PPI inh 1, CSN deneddyl inh -1, LMPTP inh -1.8, STEP inh -4 and SUMO1-SIM PPI 2.
`CC1CN(C(=O)COC(=O)c2cc(=O)c3ccccc3o2)CC(C)O1` (configuration not stated) gave DNMT1 inh 1, Neddyl block inactive, Scp1 inh -5, NadD block 1, Rpn11 block inactive, Rin1-Abl PPI inh 3, CSN deneddyl inh -2, LMPTP inh -0.4, STEP inh 0 and SUMO1-SIM PPI -13.
COc1ccccc1NC(=O)CSc1nnc(COc2ccccc2C)o1 was read as DNMT1 inh -2, Neddyl block inactive, Scp1 inh -7, NadD block -2, Rpn11 block inactive, Rin1-Abl PPI inh -2, CSN deneddyl inh 0, LMPTP inh 1.3, STEP inh 1 and SUMO1-SIM PPI 4.
For Cc1ccc(C(C)NC(=O)C2CCCC2)cc1C (configuration not stated) the results were DNMT1 inh -4, Neddyl block inactive, Scp1 inh -1, NadD block 3, Rpn11 block inactive, Rin1-Abl PPI inh 0, CSN deneddyl inh -5, LMPTP inh -2.5, STEP inh 2 and SUMO1-SIM PPI 2.
